SMN2 splice enh: increases expression of the SMN2 splice variant; 2.8% of 210,000 active; Potency, µM (series often up to 46.1 µM), for inactives: at the highest dose activity change, positive = activation, actives largely listed as activators; HEK293 SMN2-luciferase splicing reporter, luminescence, 30-36 h; AID 1458; also: % of control where 0% means no effect; nearly all actives have a fitted effect of over 55% in size
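qHTS luciferase splicing reporter: luminescence rises when SMN2 exon 7 is included in transfected HEK293 cells. Compound exposure lasted 30-36 h at 37C, with 4.5 mM final sodium butyrate as control, followed by a ONE-Glo read.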
GAA glycogen: alters human alpha-glucosidase cleavage of glycogen; recombinant GAA, glycogen substrate, Amplex Red glucose oxidase fluorescence; P10253; Potency, µM (series often up to 76.4 µM), for inactives: at the highest dose activity change, negative = inhibition, hits mostly inhibitors; 0.38% of 300,000 active;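 also: 0% = full enzyme reaction and -100% = no-enzyme basal signal; the screen sought inhibitors and activators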
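Recombinant human alpha-glucosidase (4 nM final) hydrolysed bovine liver glycogen (30 ug) for 40 min at 37 C in pH 5.0 citrate/phosphate with 0.01% Tween-20. Released glucose detected by glucose oxidase/Amplex Red, Ex 573/Em 610 nm. Compounds up to 77 uM; AC50 from Hill fits.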
KDM4E inh: JMJD2E (human) inhibition. Potency, µM (series often up to 57.1 µM), for the others: at the highest dose activity change, negative = inhibition, actives largely listed as inhibitors. JMJD2E catalytic domain, FDH-coupled NADH fluorescence (FDH is formaldehyde dehydrogenase). 1.6% of 230,000 active. B2RXH2; active = well fitted inhibition curve with a large enough effect, not every such curve was filed as active; inconclusive = small, poorly fitted or top-dose-only effect, or another doubt; inactive = no such curve, though single readings can be large or run the other way;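 also: 0% = wells with enzyme and -100% = buffer wells without enzyme; nearly all actives have a fitted effect of over 50% in size; many of its hits are not listed in these tables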
RGS12 GoLoco inh: blocks human Gai1 binding to RGS12 GoLoco peptide, red readout; P63096; Gai1:RGS12 GoLoco peptide FP, rhodamine, 10 min; Potency, µM (highest dose often 61.6 µM), for inactives: at the highest dose activity, negative = inhibition, hits mostly inhibitors; 0.44% of 230,000 active; AID 880; active = well fitted inhibition curve with a large enough effect, not every such curve was filed as active; inactive = no such curve, though single readings can be large or run the other way; also: % is scaled to controls: 0 for no effect and ±100 for the full control effect; nearly all actives have a fitted effect of over 30% in size; many of its hits are not listed in these tables
Target sequence (P63096 whole entry, looked up): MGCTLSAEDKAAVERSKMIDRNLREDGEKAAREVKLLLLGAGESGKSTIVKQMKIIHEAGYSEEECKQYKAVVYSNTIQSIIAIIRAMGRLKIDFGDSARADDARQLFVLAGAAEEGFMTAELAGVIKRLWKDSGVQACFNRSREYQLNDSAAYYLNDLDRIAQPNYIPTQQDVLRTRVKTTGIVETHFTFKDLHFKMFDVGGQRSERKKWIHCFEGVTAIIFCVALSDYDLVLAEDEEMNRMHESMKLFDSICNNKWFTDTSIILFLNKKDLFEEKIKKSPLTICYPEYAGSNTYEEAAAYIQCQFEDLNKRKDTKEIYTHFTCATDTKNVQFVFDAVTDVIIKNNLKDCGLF
GAA inhib: alpha-glucosidase (human) inhibition; 0.005% of 200,000 active; Potency, µM (series often up to 76.9 µM), without a hit: at the highest dose activity change, negative = inhibition, usual class: inhibitors; P10253; purified human GAA, 4-MU-alpha-glucoside fluorescence;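 also: plate controls were uninhibited enzyme wells for no effect and no-enzyme background for full effect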
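AC50 values come from Hill fits of compound titrations (up to 77 uM) against 4 nM human enzyme. Substrate 4-methylumbelliferyl-alpha-D-pyranoside at 400 uM, pH 5.0 citrate buffer, 20 min room temperature; fluorescence Ex 365/Em 440 after alkaline stop.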
aGal spleen mod: alpha-galactosidase A (human) modulation; human spleen homogenate, 4MU-alpha-Gal fluorescence, 40 min; Potency, µM (titrated, usually from 80 µM), for inactives: at the top dose activity change, negative = inhibition, hits mostly inhibitors; 0.008% of 240,000 active;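 also: 0% = enzyme with vehicle and -100% = no enzyme basal signal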
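Inhibition or activation of alpha-galactosidase in human spleen homogenate is scored by 4-MU fluorescence after 40 min at 37C, pH 5.0, with 1 mM substrate. AC50s come from concentration-response fitted to the Hill equation.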
aGlu spleen mod: inhibitors or activators of human alpha-glucosidase in spleen homogenate; P10253; human spleen homogenate, 4-MU-alpha-glucoside fluorescence; Potency, µM (titrated, usually from 79.9 µM), for inactives: top-dose activity change, negative = inhibition, hits mostly inhibitors; 0.006% of 240,000 active; AID 2112;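 also: 0% = enzyme with vehicle and -100% = no enzyme basal signal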
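Human spleen homogenate (1 ug) with 4-methylumbelliferyl-alpha-D-glucopyranoside (1 mM final) in 50 mM citrate/phosphate pH 5.0, 0.01% Tween-20; 40 min at 37 C. Stopped at pH 10; 4-MU fluorescence Ex 365/Em 440 nm; AC50 by Hill fit.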
ALDH1A1 inh: ALDH1A1 (human) enzyme inhibition; Purified ALDH1A1, NADH fluorescence, propionaldehyde substrate; 7.3% of 220,000 active; Potency, µM (titrated, usually from 75.3 µM), for the others: at the top dose activity, negative = inhibition, hits mostly inhibitors; AID 1030; P00352; active = well fitted inhibition curve with a large enough effect, not every such curve was filed as active; inconclusive = small, poorly fitted or top-dose-only effect, or another doubt; inactive = no such curve, though single readings can be large or run the other way;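 also: plate controls were no enzyme wells and a reference inhibitor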
Target sequence (P00352 whole entry, looked up): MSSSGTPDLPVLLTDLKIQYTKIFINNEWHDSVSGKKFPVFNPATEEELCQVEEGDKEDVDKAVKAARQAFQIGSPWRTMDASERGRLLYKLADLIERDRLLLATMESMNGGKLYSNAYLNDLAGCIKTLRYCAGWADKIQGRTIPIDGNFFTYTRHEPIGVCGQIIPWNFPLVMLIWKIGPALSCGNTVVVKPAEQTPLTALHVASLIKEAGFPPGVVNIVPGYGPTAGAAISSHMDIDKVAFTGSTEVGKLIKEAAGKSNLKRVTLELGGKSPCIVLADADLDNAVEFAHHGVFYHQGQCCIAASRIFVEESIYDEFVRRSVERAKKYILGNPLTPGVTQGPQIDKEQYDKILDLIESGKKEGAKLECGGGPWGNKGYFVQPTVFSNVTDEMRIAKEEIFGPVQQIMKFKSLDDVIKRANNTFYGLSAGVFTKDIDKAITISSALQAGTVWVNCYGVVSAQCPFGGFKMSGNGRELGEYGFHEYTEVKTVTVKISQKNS
An asterisk follows results filed as active; u = inconclusive; x = no result given; [ ] = dose if it differs, or a comment. Unless noted, calls follow the shape of the dose curve; as a rule, active = well fitted curve in the direction sought with a large enough effect; inconclusive = small, poorly fitted or top-dose-only effect, or another doubt; inactive = no such curve, though single readings can be large; an effect the other way counts as inactive or inconclusive. Potency is read from the fitted curve at half-maximal effect.

SMILES	SMN2 splice enh	GAA glycogen	KDM4E inh	RGS12 GoLoco inh	GAA inhib	aGal spleen mod	aGlu spleen mod	ALDH1A1 inh
COc1ccc(C(=O)NC(=S)N(C)Cc2ccccc2)cc1Br	-11%	-9%	-1%	20%	15%	6%	6%	-3%
COc1ccccc1NS(=O)(=O)c1cc(NC(=O)c2[nH]c(C)c(C(C)=O)c2C)ccc1N1CCOCC1	x	2%	-3%	13%	x	1%	2%	x
CCCCNC(=O)c1c(CSc2ccccc2)noc1C(=O)NCc1ccccc1	x	-5%	3%	6%	x	8%	1%	x
CNC(=O)/C(C#N)=C/c1c(N2CC(C)OC(C)C2)nc2ccccn2c1=O (stereo unspecified)	2%	3%	-2%	-5%	14%	-10%	-1%	-3%
Cc1ccc(-n2cnc3scc(-c4cccs4)c3c2=O)cc1	-44%[inhibitor]	-8%	-4%	10%	u	6%	-1%	u
CN(C)c1ncc([N+](=O)[O-])cc1C(F)(F)F	x	1%	1%	1%	8%[15.4 µM]	0%	-3%	14µM*
CCCCN1C(=O)NC2NC(=O)NC21 (stereo unspecified)	0%	2%	-14%	3%	2%	-1%	0%	9%
CC1(C)CC(O)(CNCc2ccc3c(c2)OCO3)CCO1 (stereo unspecified)	u	13%	300%[activator]	8%	-4%[15.4 µM]	8%	8%	-4%
O=C(CC1Sc2ccccc2NC1=O)Nc1cccc(-c2nnc3n2CCCCC3)c1 (stereo unspecified)	8%	5%	6%	7%	-3%	-4%	-5%	-1%
O=C(CNS(=O)(=O)c1ccccc1)NCc1ccccn1	-3%	-12%	-1%	4%	-6%	-3%	5%	4%
O=C(CCc1nc2ccccc2c(=O)[nH]1)NCc1cccc(Cl)c1	9%	-2%	-1%	-44%	-1%	-5%	-2%	1%
COC(=O)/C(=C\Nc1ccc(Oc2ccc(F)cc2F)nc1)NC(=O)c1ccccc1	x	-3%	u	22%	x	-3%	-6%	x
CCOC1=NC(C(=O)O)c2ccccc2/C(=C(/C)Cl)N1 (stereo unspecified)	u	3%	6%	2%	-2%	4%	-4%	4µM*
C=CCN1C(=O)C2C(C(=O)NC)C3C=CC2(O3)C1C(=O)NCc1ccc(OC)cc1 (stereo unspecified)	-11%	-13%	4%	0%	-5%	4%	-4%	-2%
Cc1ccc(C(=O)Nc2cccnc2)cc1NC(=O)c1ccco1	-1%	3%	3%	2%	-1%	-5%	2%	6%
Cc1ccc(CNC(=O)COc2ccc(S(=O)(=O)NC(C)C)cc2)cc1	3%	6%	-3%	0%	0%	-24%	9%	2%
Cc1cccc(C)c1Nc1nnc(SCC(=O)c2ccc3c(c2)NC(=O)CO3)s1	-8%	-2%	-1%	5%	-7%	-5%	-5%	-3%
COc1ccc2nc(NC(=O)NC3CCCCC3)sc2c1	x	2%	1%	7%	x	2%	0%	x
O=c1c2cnn(-c3ccccc3Cl)c2ncn1Cc1cccnc1	-40%	-12%	-1%	0%	-3%	-4%	-2%	0%
CS(=O)(=O)c1sc(C(=O)NC(=O)Nc2cccc(C(F)(F)F)c2)c2c1C=CCC2	x	5%	-15%	-1%	x	-3%	1%	x
O=C(/C=C/c1ccc2c(c1)OCO2)N1CCN(c2ccc(Cl)cc2)CC1	-36%[inhibitor]	4%	-26%	-1%	0%	-1%	-1%	6%
CC(=O)c1c(C)n(CC(=O)NCc2ccc3c(c2)OCO3)c2ccccc12	-96%[inhibitor]	0%	2%	14%	2%	2%	-4%	-3%
Cc1cccc(N(CC(=O)Nc2cccnc2)S(C)(=O)=O)c1	x	4%	7%	-12%	x	-6%	-4%	x
CC(C)Cn1c(N)c(C(=O)COC(=O)c2ccc3c(c2)OCCO3)c(=O)n(C)c1=O	-74%[inhibitor]	1%	-6%	-32%	-1%	-1%	-14%	9%

Three of the compounds above, with two lines to a compound:
Below each compound: SMN2 splice enh	GAA glycogen	KDM4E inh	RGS12 GoLoco inh	GAA inhib	aGal spleen mod	aGlu spleen mod	ALDH1A1 inh
Cc1cccc(C)c1Nc1nnc(SCC(=O)c2ccc3c(c2)NC(=O)CO3)s1
→ -8%	-2%	-1%	5%	-7%	-5%	-5%	-3%
COc1ccc2nc(NC(=O)NC3CCCCC3)sc2c1
→ x	2%	1%	7%	x	2%	0%	x
O=c1c2cnn(-c3ccccc3Cl)c2ncn1Cc1cccnc1
→ -40%	-12%	-1%	0%	-3%	-4%	-2%	0%

More structures follow.
SMILES	SMN2 splice enh	GAA glycogen	KDM4E inh	RGS12 GoLoco inh	GAA inhib	aGal spleen mod	aGlu spleen mod	ALDH1A1 inh
O=C(CSc1nc2ccccc2o1)N1CCN(S(=O)(=O)c2ccc3ccccc3c2)CC1	-88%[inhibitor]	-26%	-4%	4%	u	2%	-6%	-8%
Cc1ccc(NC(=O)CN2c3cccc4cccc(c34)S2(=O)=O)cc1S(=O)(=O)N1CCOCC1	-30%	5%	u	14%	3%	6%	4%	u
Cn1c(Cc2cccc3ccccc23)nnc1SCC(=O)N1CCN(c2cccc(Cl)c2)CC1	-77%[inhibitor]	-12%	-1%	4%	1%	-6%	-6%	-8%
CCOC(=O)/C=C(\C)Nc1cc(C)nn1-c1ccccc1	u	0%	-13%	-5%	-6%	2%	-1%	-17%
CCNc1ncc2nc(-c3ccccc3)c(=O)n(Cc3cccc(OC)c3)c2n1	x	x	x	3%	x	u	2%	u
COc1ccc(C(F)(F)F)cc1N/C=C/c1nnnn1-c1ccc(C)cc1	x	-2%	u	2%	x	0%	6%	x
COc1cccc(-c2cc(C(F)(F)F)nc(N3CCCCC3)n2)c1	8%	3%	u	11%	-5%	-19%	-10%	-11%
Cc1cc(C=C2C(=O)c3ccccc3C2=O)c(C)n1-c1ccccc1	-71%[inhibitor]	4%	-1%	38%[activator]	-3%	-7%	-14%	16µM*
CCOC(=O)N1CCN(C(=O)c2cc(-c3ccc(OCC)cc3)nc3ccccc23)CC1	13µM*	-5%	u	4%	0%	3%	-18%	u
C/C(=N\Nc1c([N+](=O)[O-])c(C)nn1C)c1ccc(F)cc1F	-11%	-1%	-4%	11%	-4%	-6%	0%	5%
COc1ccc(Cl)cc1NC(=S)NCc1cccnc1	20%	0%	2%	4%	-1%	2%	7%	u
On1nnc2c3ccccc3c3ccccc3c21	x	-8%	-13%	14%	u	-13%	12%	-4%
Cc1ccc2nc(N(CCCN(C)C)C(=O)c3ccc(S(=O)(=O)N(C)C)cc3)sc2c1	15%	5%	-5%	8%	-13%	-4%	-5%	7%
CNC(=O)CC(=O)Nc1ccccc1C(=O)O	x	17%	-7%	x	-2%	5%	3%	3%
Cc1ccc(S(=O)(=O)c2cc3c(=O)n4ccccc4nc3n(Cc3ccco3)c2=N)cc1	21%	-30%	u	29%	u	u	-1%	u
Cc1ccc(C)c(OCC(O)CN2CCCCC2C)c1 (stereo unspecified)	18%	-2%	5%	7%	5%	4%	-1%	4%
CCCOc1ccc(C(CC(=O)O)NC(=O)c2ccc3c(c2)OCO3)cc1 (stereo unspecified)	2%	9%	10%	4%	u	-2%	-3%	7%
Cc1cc(C)c[n+](C(C)C(=O)c2ccc(-c3ccccc3)cc2)c1 (stereo unspecified)	-64%[inhibitor]	17%	-25%	-2%	-5%	-1%	-8%	-7%
CCCCn1c(SCc2ncc(-c3ccccc3)o2)nc2cc(S(N)(=O)=O)ccc21	-34%[inhibitor]	-6%	-5%	5%	-6%	-2%	1%	-8%
Cc1cccc(-n2ncc3c(N(C)Cc4ccccc4)ncnc32)c1	x	3%	u	-13%	x	6%	0%	x
Cc1ccc(N2C(=O)C3CC(c4ccccc4)=C4C5C=CC(C6C(=O)N(c7ccc(C)cc7)C(=O)C56)C4C3C2=O)cc1 (stereo unspecified)	-4%[1.84 µM]	-6%	2%	5%	-9%	5%	1%	1.1µM*
CCCCN(C)c1ccc([N+](=O)[O-])cc1	-1%	9%	5%	8%	-6%	-8%	-8%	-12%
CSc1ccc(CNC(=O)c2c(C)noc2C)s1	x	-8%	-3%	-7%	3%	-5%	4%	14%
CCOC(=O)C(=CNc1ccccc1N1CCOCC1)C(=O)OCC	x	6%	-18%	6%	-1%	-3%	-4%	-12%
CCOC(=O)C1(CCc2ccccc2)CCN(Cc2ccn[nH]2)CC1	x	-6%	-4%	5%	14%	10%	0%	3%
Fc1cccc(CSc2nc3ccncc3[nH]2)c1	11µM*	3%	-2%	2%	-21%	-5%	-2%	-1%
CCOC(=O)n1cc(-c2cnc(CNC(=O)C(C)(c3ccccc3)c3ccccc3)o2)c2ccccc21	-22%	0%	-17%	0%	-8%	6%	2%	0%
NC(N)=NC(N)=Nc1ccc2ccccc2c1	x	-2%	u	11%	-2%	3%	9%	4%
CCCC(O)(CCC)C(=O)NN(C(=O)OC)c1ccccc1	-15%	6%	8%	-14%	-3%	7%	4%	u
Cc1c(O)c(S(=O)c2ccccc2)c(=O)n(-c2ccccc2)c1-c1ccccc1 (stereo unspecified)	6%	-6%	5%	2%	6%	0%	-9%	-6%
CCCS(=O)(=O)N1CCC(C(=O)NCCCN(C)Cc2ccccc2)CC1	-5%	3%	3%	5%	-2%	-1%	-7%	15%
Cc1ccc(S(=O)(=O)N2CCCCC2)cc1C(=O)OCC(=O)NC(=O)NC12CC3CC(CC(C3)C1)C2	-6%	1%	9%	6%	-2%	5%	0%	-4%
CNCc1ccccc1OCc1ccc(F)cc1	-23%	-29%	12%	1%	-6%	-1%	-6%	u
COc1ccc(CCNC(=O)CCN2C(=O)C(C)Oc3ccc(C)cc32)cc1OC (stereo unspecified)	13%	1%	-2%	3%	-5%	-10%	4%	5%
Cc1cccc(NC(=O)Cn2nnc(C(=O)NCc3cccs3)c2N)c1C	-5%	-7%	7%	7%	0%	-7%	0%	-1%
COC(=O)C1C(=O)C2=C(CC1C)NC(C)=C(C(=O)OC(C)C)C2c1ccc(OC)c(O)c1 (stereo unspecified)	0%	u	-1%	-1%	2%	-11%	-6%	2%
O=C(Nc1cccc(S(=O)(=O)N2CCCC2)c1)c1ccc2c(c1)OCO2	-35%[inhibitor]	8%	-3%	11%	-10%	3%	2%	u

Screening data as filed in PubChem BioAssay.

Only part of the results is shown (hit frequency here may not be typical).
